H69AR growth 86K: proliferation blockers of H69AR lung cancer cells, primary screen, cell-based, human, 86K library. 85,000 tested, 6% active. viability, % at 10 µM. H69AR lung tumor viability, ATP luminescence, 72 h; active compounds read low;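 active means viability at or below 40%; inactive means viability above 40%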;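 further: multidrug resistant small cell line overexpressing MRP-1 efflux transporter; 100% = mean luminescence of untreated control wells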
S1P2 agonist: S1P2 receptor agonists, primary screen, cell-based; S1P2-expressing cell line, agonist reporter read-out; activation, % at 4.5 µM; 97,000 tested, 0.46% active; in the data active means activation above about 16%;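 further: 0% = vehicle low control and 100% = maximal reference agonist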
Target sequence (O95136 whole entry, looked up): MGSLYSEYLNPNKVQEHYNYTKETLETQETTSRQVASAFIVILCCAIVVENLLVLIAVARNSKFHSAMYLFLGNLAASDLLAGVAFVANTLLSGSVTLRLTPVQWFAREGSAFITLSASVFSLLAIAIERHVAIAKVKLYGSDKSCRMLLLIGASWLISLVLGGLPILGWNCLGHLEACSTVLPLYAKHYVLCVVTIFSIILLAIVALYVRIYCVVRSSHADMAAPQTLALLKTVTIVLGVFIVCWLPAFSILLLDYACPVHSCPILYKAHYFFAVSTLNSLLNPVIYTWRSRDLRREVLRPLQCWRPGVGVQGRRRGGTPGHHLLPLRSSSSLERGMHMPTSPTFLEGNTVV
PostGolgi yeast: phenotypic screen on post-Golgi transport, primary screen; post-Golgi transport phenotypic cell assay; inhibition, % at 10 µM; 98,000 tested, 0.9% active; AID 739, 2007;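 further: yeast cells grown in 1536-well plates; yeast grown about 18 h at 30C before absorbance read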
Lung fibro prol: antiproliferative effect on LL 47 fibroblasts – human, LL 47 cells, CellTiter-Glo luminescence, primary screen; LL 47 human lung fibroblast viability, ATP luminescence; active compounds read low; viability, % at 10 µM; 85,000 tested, 1.1% active; AID 719, 2007;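 active means viability at or below 50% in the single dose screen; inactive means viability above 50%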;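 further: compound exposure lasted 72 h before the ATP readout; 100% = median luminescence of untreated cell-only wells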
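Test system: LL 47 human lung fibroblasts / Incubation: 72 h compound exposure at 37 °C after overnight plating / Technique: luminescent ATP detection, CellTiter-Glo / Compound dosing: 0.1% DMSO in all compound wells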
DAT uptake mod: changed hDAT dopamine uptake under cocaine IC80, either direction, primary screen, cocaine antagonist project, cell-based, LLC-PK1 hDAT, [14C]-dopamine uptake, MLSMR; 110,000 tested, 1.3% active; LLC-PK1 hDAT cells, [14C]-dopamine uptake with cocaine IC80; actives deviate in either direction; Sodium-dependent dopamine transporter (Homo sapiens), Q01959; B-score at 10 µM;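 active means Z score or B-score, a plate-position-corrected score, falls beyond the plate's 99.7% confidence bounds, in either direction; inactive means both scores lie inside the 99.7% bounds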;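 further: scored against the spread of the other compound wells on the same plate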
Target sequence (Q01959 whole entry, looked up): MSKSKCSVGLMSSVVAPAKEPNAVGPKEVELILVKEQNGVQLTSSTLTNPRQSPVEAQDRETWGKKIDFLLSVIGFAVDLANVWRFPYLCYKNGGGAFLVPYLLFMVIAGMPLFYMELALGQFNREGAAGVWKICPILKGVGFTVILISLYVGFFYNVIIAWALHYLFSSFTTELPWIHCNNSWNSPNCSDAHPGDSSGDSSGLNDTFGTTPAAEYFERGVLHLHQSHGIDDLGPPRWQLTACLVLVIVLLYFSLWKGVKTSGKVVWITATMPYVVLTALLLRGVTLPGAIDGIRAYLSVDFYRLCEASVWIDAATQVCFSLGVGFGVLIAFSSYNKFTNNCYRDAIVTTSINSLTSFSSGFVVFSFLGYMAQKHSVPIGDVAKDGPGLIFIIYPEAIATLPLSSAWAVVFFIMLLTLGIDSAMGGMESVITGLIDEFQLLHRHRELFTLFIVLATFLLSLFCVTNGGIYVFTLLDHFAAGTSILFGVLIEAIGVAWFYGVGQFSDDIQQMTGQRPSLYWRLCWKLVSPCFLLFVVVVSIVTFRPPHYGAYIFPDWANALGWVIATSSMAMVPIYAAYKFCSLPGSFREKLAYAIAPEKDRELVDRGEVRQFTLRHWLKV
Ecoli WT expand: growth inhibitors of wild-type E. coli, primary screen, strain BW25113, expanded library, OD600 | OD600 absorbance | 98,000 tested, 0.15% active | growth inhibition, % at 100 µM | AID 710, 2007;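 active means growth inhibition above about 50% at one test dose, limit read from the data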;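 further: growth measured after 20 h incubation at 37 °C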
HUVEC inhibit: inhibitors of HUVEC proliferation, primary screen, cell-based, 384-well; CellTiter-Glo luminescence, 72 h; active compounds read low; viability, % at 10 µM (by protocol); 86,000 tested, 1.1% active; AID 648, 2007;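 active means viability at or below 30%; inactive means viability above 30%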;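 further: 100% = median luminescence of DMSO-only cell control wells on each plate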
S1P2 antag: human S1P2 receptor antagonists, primary screen, cell-based; AID 736, 2007; Sphingosine 1-phosphate receptor 2 (Homo sapiens), O95136; inhibition, % at 5 µM; cell-based S1P2 antagonist assay, inhibition at 5 uM; 97,000 tested, 0.21% active; in the data active means inhibition above about 45%;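 further: CRE beta-lactamase reporter cells expressing human S1P2 stimulated with S1P; 0% = agonist at EC80 alone and 100% = agonist plus reference antagonist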
PostGolgi ctrl: growth inhibition of yeast control strain, primary screen, counter-screen for post-Golgi transport modulator project | efflux-deficient yeast background strain, growth absorbance A615, 16 h | inhibition, % at 10 µM | 98,000 tested, 5% active | AID 738, 2007
The depositor's hits bear a star; . = not tested or not shown. Unless noted, no stated cut-off is given here; in the data, active means inhibition above about 30%; inactive means the rest.

SMILES	H69AR growth 86K	S1P2 agonist	PostGolgi yeast	Lung fibro prol	DAT uptake mod	Ecoli WT expand	HUVEC inhibit	S1P2 antag	PostGolgi ctrl
COc1cc(/C=N/NC(=O)C(C)n2nnc3ccccc32)ccc1O (configuration not stated)	.	5	-2	.	0.0011	1	.	-41	2
Cc1cccc(OCC(=O)Nc2cc(C)on2)c1	98	-5	.	103	-0.02	.	109	-13	.
O=C(NC(=S)NC1CC1)c1cccnc1	97	-8	0	106	-0.0032	2	105	5	2
Cc1ccnc(NC(=O)CCC(=O)N(CC(=O)NC(C)(C)C)C2CCCC2)c1	92	-4	1	101	0.37	5	97	-15	-3
O=C(CCC(=O)OCC(=O)c1ccc(Cl)cc1)NC1CCCCC1	97	-3	1	97	0.019	4	95	10	0
CCC(=O)Nc1nnc(SCCOC)s1	82	-6	12	106	0.027	7	89	4	7
Cc1nc2ccc(NC(=O)NCCO)cc2s1	94	-3	20	99	-0.12	7	97	-15	23
CCOc1ccccc1OCCCCN1CCCC1	83	-5	2	106	0.056	5	111	-7	7
CCN(CC)CCCn1c(=S)[nH]c2cc(OC)c(OC)cc2c1=O	83	-5	27	99	0.48	6	101	-6	1
COc1ccc2c(c1)c(C(=O)CN1CCN(C(=O)c3ccco3)CC1)c(C)n2C	79	-10	-4	98	-0.45	-1	102	24	1
O=S(=O)(c1ccc(NCCc2c[nH]c3ccccc23)nc1)N1CCOCC1	74	-4	3	95	0.048	6	82	16	13
CC(C)C(=O)N1CCc2cc(-c3csc(N)n3)ccc21	.	-4	-10	110	0.6	-2	100	-8	-7
CSC1CCCCC1(O)CSc1nc2ccccc2o1 (configuration not stated)	84	-6	3	104	-0.0032	-2	111	9	19
Cc1noc(C)c1C(=O)Nc1ccc(Cl)cc1C(F)(F)F	.	-1	-1	.	-0.75	-1	.	16	1
Cc1ccccc1NC(=O)c1cccc(S(=O)(=O)Oc2ccc([N+](=O)[O-])cc2)c1	.	-7	-5	.	-0.009	-18	.	-2	15
COc1ccc(CCNC(=O)C2CCN(S(C)(=O)=O)CC2)cc1	100	1	0	98	-0.27	-11	86	1	13
COc1nc(-c2ccccc2)ccc1-c1noc(C)n1	89	2	13	100	-0.74	5	98	-17	-3
COC(=O)C1=C(C)NC(=O)/C1=C\c1ccco1	.	-8	2	.	-0.47	-11	.	6	12
Cc1cc(S(=O)(=O)Nc2ccc(F)cc2)c(C)s1	101	-10	3	90	-0.2	13	95	-6	13
CCCC(CCC)C(=O)OC1C[C@H]2CC[C@@H](C1)[N+]2(C)C (some centres not stated)	92	.	.	96	-0.1	.	86	.	.
COc1ccccc1NC(=O)CSc1nncn1-c1cccnc1	80	1	.	100	-0.57	.	85	-22	.
CC(C)COC(=O)CCNc1n[nH]c(=O)[nH]c1=O	93	-5	0	107	-0.36	4	105	3	4
CC(C)c1nc(SCC(=O)N2CCCc3ccccc32)c2c(=O)n(C)c(=O)n(C)c2n1	14*	-6	10	84	-0.3	-6	57	17	35*
COc1ccc(CCn2c(SCC(=O)Nc3cc(C)on3)nc3ccccc3c2=O)cc1OC	33*	-8	10	103	.	-3	68	4	8
O=C(NCCCN1CCOCC1)NC1CCCCC1	104	-7	3	96	-0.11	-8	87	0	1
O=C1C(=O)N(Cc2ccco2)C(c2cccc(Cl)c2)/C1=C(\O)c1ccc2c(c1)OCCO2 (configuration not stated)	.	.	0	.	0.056	3	.	.	1
CCCCC(=O)Nc1cc2nn(-c3ccc(OC)cc3)nc2cc1C	87	-7	-5	100	-0.33	-1	77	10	12
O=C(CSC1=NCCN1)NC12CC3CC(CC(C3)C1)C2	16*	-3	-2	96	-0.96	10	89	15	-5
O=c1cccc(-c2ccc(Br)cc2)o1	101	.	2	100	-0.63	3	93	.	8
O=C(NCC1CCCO1)c1nc2c(nnn2Cc2ccc(F)cc2)c(=O)[nH]1 (configuration not stated)	98	.	-6	105	0.61	-4	101	.	0

Six compounds already listed, arranged by the value under DAT uptake mod, high to low.
compound,S1P2 agonist,PostGolgi yeast,DAT uptake mod,S1P2 antag
O=C(NCC1CCCO1)c1nc2c(nnn2Cc2ccc(F)cc2)c(=O)[nH]1 (configuration not stated),.,-6,0.61,.
CCCC(CCC)C(=O)OC1C[C@H]2CC[C@@H](C1)[N+]2(C)C (some centres not stated),.,.,-0.1,.
CC(C)c1nc(SCC(=O)N2CCCc3ccccc32)c2c(=O)n(C)c(=O)n(C)c2n1,-6,10,-0.3,17
COC(=O)C1=C(C)NC(=O)/C1=C\c1ccco1,-8,2,-0.47,6
COc1nc(-c2ccccc2)ccc1-c1noc(C)n1,2,13,-0.74,-17
O=C(CSC1=NCCN1)NC12CC3CC(CC(C3)C1)C2,-3,-2,-0.96,15

(cont.)
SMILES	H69AR growth 86K	S1P2 agonist	PostGolgi yeast	Lung fibro prol	DAT uptake mod	Ecoli WT expand	HUVEC inhibit	S1P2 antag	PostGolgi ctrl
CCOC(=O)c1sc2ncnc(NCC(c3cccs3)N(C)C)c2c1C (configuration not stated)	49	-7	-5	91	0.52	3	76	-8	20
CSc1ncc(Cl)c(C(=O)NCc2ccc3c(c2)OCO3)n1	95	-3	-7	92	-1.2	-6	85	-1	2
CN(C)S(=O)(=O)N(CC(=O)Nc1ccc2ccccc2c1)c1ccccc1	96	-2	.	95	0.39	.	93	-19	.
COc1ccc(OCC(=O)Nc2cc(-c3nn(C)c(=O)c4ccccc34)ccc2OC)cc1	77	-5	-2	96	.	-9	88	25	-2
CC1(C)C(=O)Nc2ccccc2N1C(=O)COC(=O)CCSc1ccccc1	.	-7	-5	.	-0.33	-6	.	-27	6
O=C(Cc1ccccc1)N/N=C/c1ccccc1OCc1ccc(Cl)cc1	.	-8	-9	.	0.0099	-6	.	12	24
CC(C)C[C@H](NC(=O)Nc1cccc(C(F)(F)F)c1)C(=O)O	.	-2	4	.	-1	-7	.	33	-3
CC1(C)CC(=O)C(C=Nc2ccc3[nH]ncc3c2)=C(O)C1	96	-5	-4	94	1.4	3	75	24	2
COc1ccc(OCCCC(=O)Nc2cccnc2)cc1	93	-2	-8	116	.	1	103	6	8
CCOC(=O)c1cnc(-n2nc(C)cc2C)nc1NCCc1ccccc1	1.9*	-4	6	45*	2	2	60	14	39*
Cc1cccn2c(=O)c3cc(C(=O)N4CCN(C(=O)c5ccco5)CC4)n(C)c3nc12	86	2	1	123	.	3	93	0	1
CCOC(=O)c1c(C)c(C(=O)Nc2ccc(N(C)C)cc2)c(C)n1CC	19*	-4	5	57	-0.0015	0	54	8	8
C/C=C/C(=O)OCC(=O)Nc1nc2ccc(C)cc2s1	29*	-5	-7	101	-0.78	-13	94	15	-11
Cc1ccc(CNC(N)=S)cc1	.	-1	-4	.	-0.2	8	.	-41	-5
COc1ccc(OC)c(C(=O)CN2C(=O)NC(C)(c3ccccc3)C2=O)c1 (configuration not stated)	86	-9	8	87	0.24	-5	98	3	19
COc1cccc(OC)c1OCCN(C)C	88	-3	-2	90	-0.81	5	88	14	-3
Cc1ccc2cc(CCNC(=O)c3ccc4c(c3)OCO4)c(=O)[nH]c2c1C	89	-6	2	105	-0.21	6	105	7	2
Cc1oc(-c2cccc(Cl)c2)nc1CSCC(=O)O	96	-8	4	102	0.31	-7	95	-12	0
CC(=O)c1ccc(OC(=O)C(CCS(C)(=O)=O)N2C(=O)c3ccccc3C2=O)cc1 (configuration not stated)	76	-4	-3	94	-0.021	-5	91	-6	2
O=C(Cn1c(=O)sc2ccccc21)Nc1ccc(S(=O)(=O)N2CCCC2)cc1	85	-6	1	99	0.17	-2	95	11	-7
COc1ccc2cc3cc(C(=O)N4CCN(c5ccccc5)CC4)oc3nc2c1	90	-2	-1	95	-0.1	-7	76	-11	1
CCOC(=O)c1ccccc1NC(=O)CSc1nnc(C(C)C)n1CC	74	-7	.	98	-0.45	.	95	-15	.
Cc1occc1C(=O)NNC(=O)Cc1ccccc1	.	-4	-1	.	-0.26	12	.	3	7
O=S1(=O)N=CN(Cc2cccc(F)c2)c2ccccc21	98	-1	4	105	-1.2	3	94	9	12
COc1ccccc1C(=O)O/N=C(/C)c1ccc(N2C(=O)C3CCCCC3C2=O)cc1 (configuration not stated)	.	-6	-6	.	0.024	-9	.	-20	6
CCCCOc1ccccc1Cn1c(=O)oc2ccccc21	80	-10	2	94	-1.6	-3	109	-8	20
CCOc1cc2c(cc1OCC)C(C(=O)O)C(c1cc(OC)c(OC)c(OC)c1)N(C)C2=O (configuration not stated)	85	-1	7	100	0.14	2	97	2	6
Cc1cc(C)n(-c2ncnc3sc(C)c(C)c23)n1	106	-1	-6	103	-0.35	-1	96	-20	4
COc1ccc(CNC(=O)C(c2ccncc2)N(C(=O)Cc2cccs2)c2cccc(C)c2)cc1 (configuration not stated)	.	-4	-2	.	-1.2	-7	.	0	-2
CCCCN(C(=O)NC(=O)Nc1ccccc1C)S(C)(=O)=O	105	-2	1	103	0.54	-1	101	-4	3

Taken from above.
For H69AR growth 86K, CCCCOc1ccccc1Cn1c(=O)oc2ccccc21 has the entry 80
For PostGolgi ctrl, O=C1C(=O)N(Cc2ccco2)C(c2cccc(Cl)c2)/C1=C(\O)c1ccc2c(c1)OCCO2 (configuration not stated) has the entry 1

(next part)
SMILES	H69AR growth 86K	S1P2 agonist	PostGolgi yeast	Lung fibro prol	DAT uptake mod	Ecoli WT expand	HUVEC inhibit	S1P2 antag	PostGolgi ctrl
CN(C)c1ccc(/C=C/c2cc[n+]([O-])cc2)cc1	95	-7	-6	.	-1.6	3	96	32	2
O=S(=O)(Cc1ccccc1)c1ccccc1-c1nnc(-c2ccccc2)o1	.	-6	9	.	-0.16	-6	.	7	11
CCN(CC)c1ncnc2scc(C3COc4ccccc4O3)c12 (configuration not stated)	86	1	.	100	1.6	.	99	-21	.
COc1ccccc1NC(=O)Nc1ncccc1C	73	-8	0	93	.	2	87	2	-4
Cc1ccc(-c2nc3c(=O)n(C)c4ccccc4c3o2)cc1	.	1	11	95	-0.38	-4	68	4	77*
Cc1cc(C)c(NC(=O)CS(=O)CC(=O)N2CCN(c3ccc(F)cc3)CC2)c(C)c1 (configuration not stated)	93	-6	11	104	-0.33	4	97	8	7
O=C(NC1CCS(=O)(=O)C1)N1CCCCC1 (configuration not stated)	101	-7	-2	100	-0.9	-7	94	-10	5
CCNS(=O)(=O)c1cc(Br)ccc1OC	107	-2	-6	98	-0.3	4	98	6	10
COc1ccc(N(CC(=O)Nc2ccc3c(c2)OCO3)S(=O)(=O)c2ccccc2)c(OC)c1	80	-5	3	96	0.14	-20	75	-9	12
COc1ccccc1N(C(=O)CNC(=O)c1ccco1)C(C(=O)NC1CCCC1)c1ccncc1 (configuration not stated)	96	-5	.	95	-0.99	.	99	-1	.
O=C1CCC(/C=C/c2ccccc2)=NN1Cc1ccc(Cl)c(Cl)c1	104	-4	23	107	0.13	-16	102	0	60*
COc1cc(OC)c(C2=NOC(C(=O)NCCc3ccccc3)C2)cc1Cl (configuration not stated)	96	-1	-3	99	0.066	-1	94	13	15
CCC(C)NC(=O)CCc1c(C)nc2nc(-c3cc(OC)cc(OC)c3)nn2c1C (configuration not stated)	71	-9	0	98	1.6	1	86	-3	-2
C=CCN(C(=O)CNC(=O)c1ccco1)C(C(=O)NC1CCCCC1)c1ccccc1F (configuration not stated)	.	-3	0	.	0.44	2	.	0	6
O=C(COC(=O)C1COc2ccccc2O1)NC(=O)Nc1ccc2c(c1)OCCO2 (configuration not stated)	83	0	16	96	-0.63	-6	89	2	15
O=C(Nc1ccn(Cc2c(F)c(F)cc(F)c2F)n1)c1cccc(Cn2cc([N+](=O)[O-])cn2)c1	.	-7	-1	.	-0.16	-7	.	20	2

Bioassay records as filed in PubChem BioAssay.
